High-throughput results deposited in PubChem by several laboratories.
SV40 large T antigen = SV40 large T antigen inhibitors, biochemical (AID 1903); SV40 large T antigen ATPase/helicase inhibition assay; higher % means a stronger effect; inhibition, % at 20 µM, or IC50 in µM where a hit was titrated; 0.39% of 310,000 active; in the data active means a potency from the dose series; further: strong numbers were not always called active
T cell modulator = T cell immune modulation candidate | calls only at 7 µM | AID 2052 | 2C CD8+ T cell-vesicle binding, flow cytometry; hits give low values | 0.068% of 330,000 active;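 active means response, share of CD8 T cells binding vesicles, and their 90th percentile fluorescence all below set limits, cut at about 80% in these data, passing the limit was not always enough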
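Incubation: binding step 1.5 h, 37 °C, antibody labelling 20 min, ice; system: murine 2C transgenic CD8+ T lymphocytes; technique: cytometric PE anti-B7-1 and Alexa647 anti-CD8 signals after 1% paraformaldehyde fixation; also added: QL9-charged Drosophila Ld/ICAM-1/B7-1 vesicles; control set: naked versus QL9-loaded vesicles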
GPR55 antagonists = GPR55 antagonists blocking LPI-driven arrestin recruitment, primary screen, imaging, U2OS, beta-arrestin-GFP, LPI agonist (AID 2013) | 0.13% of 290,000 active | U2OS GPR55 beta-arrestin-GFP translocation imaging, LPI antagonism; higher % means a stronger effect | inhibition, % at 10 µM, or IC50 in µM where a hit was titrated;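 active means spots per cell inhibited over 60%, with over 100 cells counted and total cytoplasm intensity under 500,000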;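 further: U2OS cells stably carrying GPR55 and arrestin-GFP stimulated by 5 µM LPI near EC80; imaged beta-arrestin-GFP aggregate spots per cell after agonist stimulation; plate controls were LPI-stimulated DMSO wells for no effect and DMSO wells without LPI for full effect; some results filed as inactive read as strong as hits; confirmed hits need IC50 under 10 µM and bright autofluorescent wells are also inconclusive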
GPR55 beta-arrestin = GPR55 agonists via beta-arrestin recruitment, primary screen, imaging, U2OS cells, beta-arrestin-GFP redistribution (AID 1961); 0.048% of 290,000 active; one-dose activation, % at 10 µM; EC50 in µM for titrated hits; U2OS GPR55 beta-arrestin-GFP redistribution imaging; higher % means a stronger effect;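 active means activation above 40% with more than 50 cells counted in the well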;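 further: U2OS osteosarcoma cells stably expressing GPR55 and beta-arrestin-GFP; plate controls were DMSO negative control for no effect and LPI positive control for full effect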
Hep lipid drop = modulators of hepatic lipid droplet formation | AID 1656 | 0.4% of 240,000 active | inhibition, % at 6.5 µM | AML12 mouse hepatocytes, oleate lipid droplets, BODIPY imaging;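 active means lipid droplet intensity inhibited by at least 50%, with more than 500 cells counted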
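Technique: fluorescence imaging, 20x objective, two fields per well / Assay system: AML12 hepatocytes (mouse) / Measure: % inhibition of lipid droplet signal / Doses: 6.5 µM single-point dosing / Incubation: overnight exposure / Reagent: 100 µM oleic acid challenge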
Rac1 GTP hydrolysis = MgcRacGAP GTPase-activating activity inhibitors, confirmation, biochemical, ADP Hunter fluorescence. 0.6% of 340,000 active. inhibition, % at 30 µM, or IC50 in µM where a hit was titrated. MgcRacGAP-stimulated Rac1 GTP hydrolysis, ADP Hunter fluorescence; higher % means a stronger effect; GST-tagged Rac1 F28L mutant substrate;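 active means first-screen hits whose inhibition reached a set limit at any dose in the follow-up dose series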;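 further: fluorescence reports GDP produced by GAP-driven GTP hydrolysis; strong numbers were not always called active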
LYP phosphatase = inhibitors of LYP phosphatase, biochemical, fluorescence intensity, uHTS (AID 1779); recombinant LYP phosphatase, fluorescence intensity; higher % means a stronger effect; inhibition, % at 11.5 µM; hits with a dose series show IC50 in µM; 0.054% of 290,000 active; in the data active means inhibition above about 50%;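 further: plate controls were vehicle with enzyme for no effect and no enzyme for full effect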
GPR35 arrestin U2OS = inhibition of zaprinast-stimulated GPR35 beta-arrestin translocation – imaging, U2OS, beta-arrestin-GFP, zaprinast agonist, primary screen (AID 2058); inhibition, % at 10 µM; hits with a dose series show IC50 in µM; 0.052% of 290,000 active; U2OS GPR35 beta-arrestin-GFP translocation imaging, zaprinast antagonism; higher % means a stronger effect;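 active means inhibition of at least 50% with at least 30 cells and total cytoplasm GFP at most 10,000,000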
NTR1 agonist = agonists of NTR1, primary screen, imaging, U2OS cells, beta-arrestin-GFP, high content (AID 493036) | 0.17% of 330,000 active | P30989 | activation, % at 20 µM | NTR1-U2OS beta-arrestin-GFP spot imaging, agonist mode;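 active means activation at or above 40% of the spot to cytoplasm intensity ratio, with at least 20 cells analyzed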;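 further: 0% = DMSO without peptide and 100% = 100 nM NTR1 peptide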
Target sequence (P30989 whole entry, looked up): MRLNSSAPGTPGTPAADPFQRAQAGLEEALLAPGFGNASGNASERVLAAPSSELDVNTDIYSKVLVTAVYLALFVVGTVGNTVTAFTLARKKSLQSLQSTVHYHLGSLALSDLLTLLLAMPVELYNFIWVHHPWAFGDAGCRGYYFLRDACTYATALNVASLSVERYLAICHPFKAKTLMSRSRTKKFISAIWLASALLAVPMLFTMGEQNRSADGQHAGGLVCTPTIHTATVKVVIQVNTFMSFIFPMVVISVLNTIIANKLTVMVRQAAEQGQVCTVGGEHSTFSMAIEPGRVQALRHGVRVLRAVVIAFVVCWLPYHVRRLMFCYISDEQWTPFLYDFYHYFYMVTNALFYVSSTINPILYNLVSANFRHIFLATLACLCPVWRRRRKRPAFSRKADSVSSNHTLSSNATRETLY
Hep lipid drop cells 6.5 µM = further read-out of Hep lipid drop, marked with its call; cell count; measured here: cell count, cytotoxicity flag;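 cells counted across two imaged fields per well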
T cell modulator vesicle-bound % = second read-out of T cell modulator, no call of its own (marks repeat the call); double positive events, %; measured here: CD8+ vesicle-bound cell fraction;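 binding gate set so that unloaded-vesicle control wells show 10% double positive cells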
NTR1 agonist cell count 20 µM = further read-out of NTR1 agonist, marked with its call; cell count; measured here: cell count, cytotoxicity flag
* = called active by the depositor; i = inactive; . = not tested or not shown.

Fields: SV40 large T antigen, T cell modulator, T cell modulator vesicle-bound %, GPR55 antagonists, GPR55 beta-arrestin, Hep lipid drop, Hep lipid drop cells 6.5 µM, Rac1 GTP hydrolysis, LYP phosphatase, GPR35 arrestin U2OS, NTR1 agonist, NTR1 agonist cell count 20 µM
COc1cccc(-c2noc(-c3ccc(Br)o3)n2)c1
→ 10%, i, 60, 10%, 0.5%, 15, 743, 5%, 0%, 16%, -0.2, 61
COc1ccc(CCN(C)C(=O)c2cncc(Br)c2)cc1OC
→ -3%, i, 9, -2%, 0.2%, -1, 799, 6%, -3%, 14%, -0.9, 36
COc1cccc(-n2c(SC)nnc2-c2c[nH]c3ccccc23)c1
→ 2%, i, 25, 2%, -0.1%, ., ., 9%, -1%, -2%, 14, 84
CCOCCCNC(=O)C(c1ccc(OC)cc1)N(Cc1ccc2c(c1)OCO2)C(=O)c1ccccc1O (stereo not given)
→ 0%, i, 27, -12%, -1.2%, 14, 675, 4%, -6%, -18%, 0.3, 89
COc1cc2c(cc1OC)CN(CC(=O)Nc1cccc([N+](=O)[O-])c1)CC2
→ 8%, i, 31, 5%, 0.5%, 8, 697, 5%, -8%, 10%, 1.2, 90
Cc1nc(P(=O)(c2ccccc2)c2ccccc2)c(N2CCOCC2)o1
→ 6%, i, 13, 3%, -0.2%, ., ., 2%, -11%, -10%, 2.0, 88
C=CCn1c(CCn2c3ccccc3c3ccccc32)n[nH]c1=S
→ 3%, i, 30, -13%, -0.2%, -18, 653, 4%, -2%, -12%, 4.8, 59
CC(NC(=O)/C(C#N)=C1\N=C(NC(=O)c2ccco2)c2ccccc21)c1ccccc1 (stereo not given)
→ 3%, i, 9, -2%, 0.0%, ., ., ., 0%, -18%, 0.4, 42
CS(=O)(=O)Cc1cc(Sc2ccccc2)nc(-c2ccncc2)n1
→ -3%, i, 50, 6%, -0.2%, 3, 743, 6%, -1%, -8%, 3.7, 36
C=CCNC(=O)c1ccccc1NC(=O)c1ccccc1
→ 12%, i, 0, -13%, -0.1%, -12, 700, -1%, -6%, -8%, 1.4, 47
Cc1[nH]nc2c1C1(CCC(c3ccccc3)CC1)C(C#N)=C(N)O2 (stereo not given)
→ 28%, i, 67, 1%, 0.0%, -2, 757, 1%, -1%, 0%, 5.2, 54
Cc1ccc(S(=O)(=O)c2n[nH]n3c2nc(=O)c2ccccc23)cc1
→ 11%, i, 57, 8%, -0.1%, ., ., -1%, -4%, 12%, -1.0, 89
CC1CCc2cc(F)cc3c(=O)c(C(=O)O)cn1c23 (stereo not given)
→ 16%, i, 26, -3%, -0.1%, 0, 688, 0%, 3%, -7%, 2.8, 58
Cc1ccc(S(=O)(=O)N(C)c2cc(S(N)(=O)=O)c(C)cc2C)cc1
→ 11%, i, 17, 10%, 3.1%, 5, 670, 7%, 4%, 10%, 1.3, 50
CC(C)Cn1cnc2c(=O)oc3ccccc3c21
→ -2%, i, 26, -5%, -0.2%, -1, 764, 10%, -5%, -3%, -0.2, 37
CC(C)N=C1SCC(C)(/C=N/O)S1 (stereo not given)
→ 0%, i, 10, 0%, 0.7%, ., ., 8%, -13%, 4%, 1.4, 91
CCCc1nnc(SCC(=O)Nc2ccc(Cl)cc2Cl)o1
→ -10%, i, 26, 9%, 0.3%, 1, 697, 4%, -12%, 8%, 0.1, 56
CCN(CC)CCNC(=O)c1ccc(NC(=O)c2cccc(S(=O)(=O)Nc3ccc(C)cc3)c2)cc1
→ 23%, i, 49, 2%, 1.1%, 0, 786, 10%, -2%, 12%, -0.5, 73
CC(Cc1ccccc1)N1C(=O)c2cccc([N+](=O)[O-])c2C1=O (stereo not given)
→ 3%, i, 9, -8%, -0.1%, 1, 855, 5%, -4%, -17%, 1.7, 39
O=C(CNC(=O)c1ccc(-c2ccccc2)cc1)OCc1ccc(Br)cc1
→ -4%, ., ., 3%, -0.2%, 21, 671, 8%, -8%, -9%, ., .
CCOC(=O)CSc1nc2cc(OCC)ccc2cc1C#N
→ 4%, i, 14, 1%, 0.3%, 1, 799, 3%, 0%, 9%, 2.9, 58
CN1CCN(C(=O)Nc2cccc(-c3ccccc3)c2)CC1
→ 6%, i, 23, -2%, -0.1%, -4, 718, 9%, -8%, -2%, 1.7, 71
O=C(C1=C(O)C(=O)N(c2ccccc2)C1c1ccc([N+](=O)[O-])cc1)c1cccs1 (stereo not given)
→ 11%, i, 46, 5%, 0.0%, 2, 648, 7%, 14%, 18%, 1.0, 52
CCOc1ccc(CCNC(=O)COC(=O)/C=C/c2ccc(OC(F)F)c(OC)c2)cc1OCC
→ 12%, i, 30, ., ., ., ., 6%, ., ., 2.4, 47
COCCn1c(SCC(=O)NCc2ccccc2)nc2ccccc21
→ 7%, i, 29, 1%, 0.7%, -30, 764, 4%, -11%, 3%, 0.7, 47
COn1c(SC2CCCCC2)nc2ccccc2c1=O
→ 5%, i, 24, -6%, 0.6%, ., ., 6%, -8%, -8%, 12, 82
CC1=NOC(=O)/C1=C\c1ccc(-c2ccc(Cl)c(C(=O)O)c2)o1
→ 14µM*, ., ., -5%, -0.5%, 10, 676, 141µM*, 6%, -2%, -0.3, 87
Cc1cc(=O)[nH]c(SCC(=O)NCC2CCCCC2)c1C#N
→ 1%, i, 37, 1%, -0.3%, -1, 676, 4%, 4%, 1%, 1.8, 40
CCn1cc(S(=O)(=O)N2CCN(c3ccc(Cl)cc3)CC2)cn1
→ 8%, i, 17, 12%, 0.0%, 2, 882, 7%, -12%, -7%, 0.5, 73
Cc1ccc(S(=O)(=O)N2CCN(C(=O)C3=COCCO3)CC2)cc1C
→ 1%, i, 3, 1%, -0.1%, -5, 769, 8%, -7%, -2%, 0.5, 50

Profiles from above. Values in the order: SV40 large T antigen | T cell modulator | T cell modulator vesicle-bound % | GPR55 antagonists | GPR55 beta-arrestin | Hep lipid drop | Hep lipid drop cells 6.5 µM | Rac1 GTP hydrolysis | LYP phosphatase | GPR35 arrestin U2OS | NTR1 agonist | NTR1 agonist cell count 20 µM
`COCCn1c(SCC(=O)NCc2ccccc2)nc2ccccc21` is listed with 7% | i | 29 | 1% | 0.7% | -30 | 764 | 4% | -11% | 3% | 0.7 | 47
`O=C(CNC(=O)c1ccc(-c2ccccc2)cc1)OCc1ccc(Br)cc1` is listed with -4% | . | . | 3% | -0.2% | 21 | 671 | 8% | -8% | -9% | . | .

(cont.)
Fields: SV40 large T antigen, T cell modulator, T cell modulator vesicle-bound %, GPR55 antagonists, GPR55 beta-arrestin, Hep lipid drop, Hep lipid drop cells 6.5 µM, Rac1 GTP hydrolysis, LYP phosphatase, GPR35 arrestin U2OS, NTR1 agonist, NTR1 agonist cell count 20 µM
Cn1c(Cc2ccccc2)nnc1SCc1cc(=O)n2ccsc2n1
→ 6%, i, 41, 7%, -0.2%, 3, 707, 10%, 0%, -2%, 0.1, 48
CC(C)(CO)CNC(=O)CCc1nnc(C2(c3ccc(Cl)cc3)CCC2)o1
→ 1%, i, 42, 1%, 0.5%, -9, 633, 7%, -10%, 17%, 2.6, 49
COc1cc2c(cc1NC(=O)C(C)NCc1ccccc1)oc1ccccc12 (stereo not given)
→ -1%, i, 29, 16%, -0.1%, -1, 621, 10%, 2%, 16%, 1.5, 31
Cc1cccc(N2CCN(C(=O)Cn3sc4nc(C)cc(C)c4c3=O)CC2C)c1 (stereo not given)
→ 18µM*, i, 14, 5%, 0.2%, ., ., 9%, 1%, -2%, 9.3, 75
COC(=O)CSc1[nH]c(=O)cc(C)c1C#N
→ 4%, i, 66, 32%, -0.2%, ., ., -3%, -4%, -7%, 0.2, 33
Cc1occc1C(=O)NC(C)C1CCCO1 (stereo not given)
→ 1%, i, 50, 2%, -0.2%, 4, 763, 4%, -4%, 0%, -0.5, 72
CCc1ccccc1NC(=S)N(CCN(C)C)C(C)c1ccco1 (stereo not given)
→ 2%, i, 30, 4%, 0.2%, -2, 722, 8%, -11%, -3%, 1.0, 69
Cc1c(S(=O)(=O)Nc2cccc3ccccc23)c(=O)n(C)c(=O)n1C
→ 18%, i, 59, ., ., ., ., 2%, ., ., 0.5, 74
O=C1CCC(=O)N1c1ccc(NC2CCN(Cc3ccccc3)CC2)c([N+](=O)[O-])c1
→ 3%, i, 50, 8%, -0.1%, 6, 657, 10%, -2%, -5%, -0.3, 59
O=C(CCC1CCCN(C(=O)Cc2ccc(F)cc2)C1)N1CCN(c2ccccn2)CC1 (stereo not given)
→ 9%, i, 44, -6%, -0.2%, -28, 721, 6%, -10%, -3%, -1.7, 51
Nc1nc(NCc2ccccc2)nc(NCc2ccccc2)c1[N+](=O)[O-]
→ -2%, i, 43, -3%, -0.3%, -16, 593, 4%, -6%, 0%, 4.1, 42
S=C(NCc1cccnc1)Nc1cccc(Cl)c1
→ -1%, i, 4, 6%, -0.1%, ., ., 12%, -5%, 4%, -1.4, 43
CNC(=O)C1=C(C)n2c(nc3ccccc32)NC1c1ccc(OC)cc1 (stereo not given)
→ 10%, i, 19, 1%, -0.2%, -23, 702, 0%, -6%, -7%, 2.4, 51
CCOc1ccc2c(c1)n(CO)c(=S)n2CO
→ 6%, i, 37, 7%, -0.1%, 19, 733, 15%, -3%, 4%, 3.5, 75
COc1ccccc1/C=C1\SC(=S)N(CCC(=O)N2CCCCC2CCO)C1=O (stereo not given)
→ 18%, i, 7, 1%, -0.1%, -72, 737, 13%, 4%, 6%, 4.4, 77
COc1ccc(CNC(=O)CN(C(=O)CCC(=O)Nc2nccs2)c2ccc(C)cc2)cc1
→ 6%, i, 9, 4%, 0.1%, 8, 847, 6%, -4%, 3%, -0.6, 47
Cc1ccccc1N(CC(=O)NC(C)(C)C)C(=O)CCC(=O)Nc1nccs1
→ 5%, i, 45, -9%, 0.2%, -11, 815, -7%, -5%, 9%, 0.4, 55
O=C(O)Cn1c2ccccc2c2n[nH]c(=S)nc21
→ 13%, i, 57, 9%, 0.7%, -21, 792, 2%, 1%, 2%, 0.3, 42
CC(=O)c1ccc(NC(=S)NCc2cccnc2)cc1
→ 2%, i, 30, 1%, 0.8%, 7, 675, 8%, -1%, -1%, -0.3, 43
CCC(C)NS(=O)(=O)c1ccc(N)cc1 (stereo not given)
→ 2%, i, 65, 13%, 0.6%, 11, 623, 1%, -11%, -4%, -0.1, 51
